GAA spleen mod – qHTS Assay for Inhibitors and Activators of Human alpha-Glucosidase From Spleen Homogenate; human spleen homogenate, 4-MU-alpha-glucoside fluorescence; hit rate 0.006% among 240,000; Potency, µM (series often up to 79.9 µM), without a hit: top-dose activity change, negative = inhibition, usual class: inhibitors; AID 2112, 2009;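 note: 0% = enzyme with vehicle and -100% = no enzyme basal signal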
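Compounds were titrated against alpha-glucosidase in spleen homogenate at pH 5.0, with 1 mM 4-methylumbelliferyl substrate for 40 min at 37 C. Reactions were quenched with pH 10 NaOH/glycine and fluorescence measured.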
RGS12 GoLoco inh – qHTS Assay for Inhibitors of RGS12 GoLoco Motif Activity (Red Fluorophore). hit rate 0.44% among 230,000. Gai1:RGS12 GoLoco peptide FP, rhodamine, 10 min. Potency, µM (series often up to 61.6 µM), for inactives: at the highest dose activity, negative = inhibition, actives largely listed as inhibitors; active = well fitted inhibition curve with a large enough effect, not every such curve was filed as active; inactive = no such curve, though single readings can be large or run the other way; note: % is set by controls: 0 for no effect and ±100 for the full control effect; nearly all actives have a fitted effect of over 30% in size; many of its hits are not listed in these tables
Target sequence (P63096 whole entry, looked up): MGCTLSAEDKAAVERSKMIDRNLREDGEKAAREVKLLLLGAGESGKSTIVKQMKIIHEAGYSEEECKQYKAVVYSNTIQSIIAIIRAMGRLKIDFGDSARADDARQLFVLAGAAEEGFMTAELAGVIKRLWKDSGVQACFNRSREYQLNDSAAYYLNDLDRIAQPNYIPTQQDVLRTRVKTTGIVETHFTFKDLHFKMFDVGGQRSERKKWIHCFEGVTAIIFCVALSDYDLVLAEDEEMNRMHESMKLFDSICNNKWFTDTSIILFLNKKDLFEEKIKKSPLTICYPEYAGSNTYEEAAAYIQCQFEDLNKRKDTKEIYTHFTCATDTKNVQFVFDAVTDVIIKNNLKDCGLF
JMJD2E inh – qHTS Assay for Inhibitors of Human Jumonji Domain Containing 2E (JMJD2E) | JMJD2E catalytic domain, FDH-coupled NADH fluorescence (FDH is formaldehyde dehydrogenase) | AID 2147, 2009 | Potency, µM (top dose mostly 57.1 µM), without a hit: at the highest dose activity change, negative = inhibition, most hits filed as inhibitors | hit rate 1.6% among 230,000; active = well fitted inhibition curve with a large enough effect, not every such curve was filed as active; inconclusive = small, poorly fitted or top-dose-only effect, or another doubt; inactive = no such curve, though single readings can be large or run the other way;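 note: 0% = wells with enzyme and -100% = buffer wells without enzyme; nearly all actives have a fitted effect of over 50% in size; many of its hits are not listed in these tables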
Target sequence (B2RXH2 1-337 limits assumed): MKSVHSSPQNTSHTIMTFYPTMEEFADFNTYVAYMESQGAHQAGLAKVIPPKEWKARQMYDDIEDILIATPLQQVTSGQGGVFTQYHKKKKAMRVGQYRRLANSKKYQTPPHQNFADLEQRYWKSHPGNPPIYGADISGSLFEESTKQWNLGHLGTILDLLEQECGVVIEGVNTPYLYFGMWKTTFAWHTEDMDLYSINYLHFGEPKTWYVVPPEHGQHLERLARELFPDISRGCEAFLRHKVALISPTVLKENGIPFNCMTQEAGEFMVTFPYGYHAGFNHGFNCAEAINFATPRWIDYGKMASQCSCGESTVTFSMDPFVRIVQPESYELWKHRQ
GAA glycogen mod – qHTS Assay for Inhibitors and Activators of Human alpha-Glucosidase Cleavage of Glycogen; hit rate 0.38% among 300,000; recombinant GAA, glycogen substrate, Amplex Red glucose oxidase fluorescence; Lysosomal alpha-glucosidase (Homo sapiens), P10253; Potency, µM (titrated, usually from 76.4 µM), without a hit: at the top dose activity change, negative = inhibition, hits mostly inhibitors;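 note: 0% = full enzyme reaction and -100% = no-enzyme basal signal; the screen sought inhibitors and activators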
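Recombinant human alpha-glucosidase (4 nM final) hydrolysed bovine liver glycogen (30 ug) for 40 min at 37 C in pH 5.0 citrate/phosphate with 0.01% Tween-20. Released glucose detected by glucose oxidase/Amplex Red, Ex 573/Em 610 nm. Compounds up to 77 uM; AC50 from Hill fits.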
ALDH1A1 block – qHTS Assay for Inhibitors of Aldehyde Dehydrogenase 1 (ALDH1A1). hit rate 7.3% among 220,000. Purified ALDH1A1, NADH fluorescence, propionaldehyde substrate. Potency, µM (series often up to 75.3 µM), without a hit: at the top dose activity, negative = inhibition, usual class: inhibitors; active = well fitted inhibition curve with a large enough effect, not every such curve was filed as active; inconclusive = small, poorly fitted or top-dose-only effect, or another doubt; inactive = no such curve, though single readings can be large or run the other way;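 note: plate controls were no enzyme wells and a reference inhibitor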
GLA spleen mod – qHTS Assay for Inhibitors and Activators of Human alpha-Galactosidase From Spleen Homogenate | Alpha-galactosidase A (Homo sapiens), P06280 | human spleen homogenate, 4MU-alpha-Gal fluorescence, 40 min | Potency, µM (top dose mostly 80 µM), for the others: at the highest dose activity change, negative = inhibition, usual class: inhibitors | hit rate 0.008% among 240,000 | AID 2107, 2009;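 note: 0% = enzyme with vehicle and -100% = no enzyme basal signal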
Target sequence (P06280 32-429 limits assumed): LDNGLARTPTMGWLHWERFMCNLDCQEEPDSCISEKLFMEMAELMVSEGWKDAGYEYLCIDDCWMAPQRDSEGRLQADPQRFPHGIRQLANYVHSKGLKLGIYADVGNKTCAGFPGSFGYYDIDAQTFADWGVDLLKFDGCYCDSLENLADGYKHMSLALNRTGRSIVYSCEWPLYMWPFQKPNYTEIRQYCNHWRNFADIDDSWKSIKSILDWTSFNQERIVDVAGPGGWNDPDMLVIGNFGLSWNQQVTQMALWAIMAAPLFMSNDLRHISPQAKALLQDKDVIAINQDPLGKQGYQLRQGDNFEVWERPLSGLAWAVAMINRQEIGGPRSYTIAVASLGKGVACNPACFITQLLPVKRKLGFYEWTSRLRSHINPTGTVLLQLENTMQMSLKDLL
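Inhibition or activation of alpha-galactosidase in human spleen homogenate is scored by 4-MU fluorescence after 40 min at 37C, pH 5.0, with 1 mM substrate. AC50s come from concentration-response fitted to the Hill equation.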
GAA inhib – qHTS Assay for Inhibitors of Human alpha-Glucosidase as a Potential Chaperone Treatment of Pompe Disease; purified human GAA, 4-MU-alpha-glucoside fluorescence; hit rate 0.005% among 200,000; Potency, µM (top dose mostly 76.9 µM), for inactives: at the top dose activity change, negative = inhibition, most hits filed as inhibitors; Lysosomal alpha-glucosidase (Homo sapiens), P10253; AID 1466, 2008;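 note: plate controls were uninhibited enzyme wells for no effect and no-enzyme background for full effect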
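Endpoint fluorogenic read: 20 min room-temperature reaction of 4 nM human alpha-glucosidase with 400 uM 4-methylumbelliferyl-alpha-D-pyranoside, pH 5.0, quenched with 1M NaOH/1M glycine pH 10. AC50 from Hill modeling.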
SMN2 splice enh – qHTS Assay for Enhancers of SMN2 Splice Variant Expression | HEK293 SMN2-luciferase splicing reporter, luminescence, 30-36 h | AID 1458, 2008 | Potency, µM (series often up to 46.1 µM), without a hit: top-dose activity change, positive = activation, hits mostly activators | hit rate 2.8% among 210,000; note: % of control where 0% means no effect; nearly all actives have a fitted effect of over 55% in size
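qHTS luciferase splicing reporter: luminescence rises when SMN2 exon 7 is included in transfected HEK293 cells. Compound exposure lasted 30-36 h at 37C, with 4.5 mM final sodium butyrate as control, followed by a ONE-Glo read.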
Starred values were filed as active, the others as inactive; ? = inconclusive; . = no result given; [ ] = another dose, or the depositor's remark. Unless noted, calls come from the whole dose curve; as a rule, active = well fitted curve in the direction sought with a large enough effect; inconclusive = small, poorly fitted or top-dose-only effect, or another doubt; inactive = no such curve, though single readings can be large; an effect the other way counts as inactive or inconclusive. Potency is the fitted concentration of half-maximal effect. Not all compounds are listed (hit frequency here may not be typical).

SMILES	GAA spleen mod	RGS12 GoLoco inh	JMJD2E inh	GAA glycogen mod	ALDH1A1 block	GLA spleen mod	GAA inhib	SMN2 splice enh
c1ccc(CN(Cc2ccccc2)c2c3c(nc4ncnn24)CCC3)cc1	2%	2%	0%	-4%	.	3%	.	.
Cc1cc(C)nc(SCc2ccc(C(=O)N/N=C/c3cccnc3)cc2)n1	-4%	9%	7%	-1%	16%	5%	-4%	22%
O=C(CCN1CCN(Cc2ccccc2)CC1)Nc1cccc(Cl)c1	5%	1%	9%	-3%	1%	2%	-14%	-14%
COCC(=O)OCC(=O)Nc1ccc(Cl)cc1[N+](=O)[O-]	-5%	-2%	4%	12%	7%	-5%	-4%	2%
CN1C(=O)C2(Nc3ccccc3-c3nc4ccccc4n32)c2ccccc21 (stereo unspecified)	-10%	4%	-2%	-5%	?	3%	1%	-27%
CC(C)NC(=O)NC(=O)COC(=O)c1cc[n+]([O-])cc1	0%	10%	-7%	-17%	-4%	-5%	2%	8%
COc1ccc(N2C(=O)CC(Sc3ncn[nH]3)C2=O)c(OC)c1 (stereo unspecified)	6%	.	2.8µM*	-18%	14µM*	5%	0%	.
O=c1c2ccccc2nc2ccc(N3CCOCC3)nn12	1%	3%	6%	1%	-10%	10%	2%	?
CCc1nccn1S(=O)(=O)c1ccc2ccc(C)cc2c1	-3%	2%	-1%	3%	?	2%	-2%	-5%
COc1ccc(C2CC(c3cccs3)=NN2c2ccc(C=O)cc2)cc1 (stereo unspecified)	-5%	121%[activator]	0%	-4%	?	-10%	4%	-57%[inhibitor]
COc1ccc(/C=N/NC(=O)Cn2nc([N+](=O)[O-])cc2C)c(OC)c1OC	-4%	3%	4%	8%	-3%	-6%	-12%[15.4 µM]	.
COc1ccc(S(=O)(=O)N2CCCCC2)cc1NC(=O)c1cccnc1SC	0%	-11%	15%	-1%	.	-5%	.	.
Cc1ccc(/C=C/C(=O)NC2CCS(=O)(=O)C2)cc1 (stereo unspecified)	.	6%	5%	0%	6%	5%	-5%	-8%
CC(C)(C)C(=O)CSc1ncnc2c1cnn2-c1ccccc1	4%	6%	-2%	-1%	.	-2%	.	.
C=CCNC(N)=S	-2%	0%	.	1%[76.3 µM]	?	4%	.	-12%
CCCCN=C(C)C1=C(O)CSC1=O	2%	-10%	13%	4%	13%	3%	-13%	9%
Nc1nc(SCC(=O)Nc2cccc(Oc3ccccc3)c2)n[nH]1	-5%	-2%	-1%	4%	?	-8%	8%	?
O=C(O)C1C2CCCCC2=C2CCCCC2C1C(=O)O (stereo unspecified)	2%	4%	?	5%	-14%	-2%	0%	0%
C/C(=N\Nc1nc2ccccc2[nH]1)c1ccc(Cl)s1	-7%	-2%	-2%	?	-3%	-2%	-6%	-3%
Cc1cccc(NC(=O)NCc2ccccn2)c1	0%	1%	3%	-9%	5%	0%	2%	18%
NC(=O)C1(N2CCCCC2)CCN(C(=S)Nc2cc(F)cc(F)c2)CC1	-16%	14%	3%	-16%	-6%	-1%	8%	-17%
Cc1ccc(Nc2nc(Oc3ccc(=O)[nH]n3)nc(N(C)C)n2)cc1	-5%	-4%	1%	-9%	-3%	-1%	1%	-8%
Nc1ccc(N)c(Cl)c1	14%	-8%	.	.	22µM*	9%	.	-10%
O=C(N/N=C/c1ccccc1OCc1ccccc1Cl)c1cccnc1	.	-1%	-5%	-7%	-6%	-1%	-3%	-21%
Cc1cc(C)cc(N(CC(=O)NCc2ccc3c(c2)OCO3)C(=O)CCC(=O)Nc2ccccn2)c1	-2%	6%	-4%	3%	-1%	-3%	-6%	-3%
Cc1nn(-c2ccccc2)c(C)c1/C=N/n1c(-c2ccc(C(C)(C)C)cc2)n[nH]c1=S	5%	14%	2%	?	-8%	3%	?	-4%
Cc1cc(C)c(S(=O)(=O)N2CCCOC2CNC(=O)C(=O)NCCCn2ccnc2)c(C)c1 (stereo unspecified)	7%	5%	3%	-3%	12%	5%	1%	-7%
C/C(=N\NC(=O)C(=O)Nc1cc(Cl)ccc1Cl)c1ccncc1	0%	-8%	0%	-3%	12%	2%	9%	-12%
Cc1c(C2=CCN(S(=O)(=O)c3ccc(Br)cc3)CC2)c2ccccc2n1C	2%	167%[activator]	16µM*	9%	-14%	-14%	-7%	-13%
Cc1ccc(SC(C)C(=O)NCc2cccnc2)cc1 (stereo unspecified)	-16%	-2%	5%	2%	1%	-14%	-3%	-2%
Cc1nccn1CC(=O)N/N=C/c1cccs1	3%	-1%	5%	-5%	.	8%	.	.
O=C(O)Cc1ccc(NCc2ccccc2Cl)cc1	-6%	-8%	-4%	8%	10%	-12%	-1%	?
Cc1ccc(-c2cn3nc(-c4ccccc4)c(-c4ccccc4)nc3n2)cc1	-6%	4%	?	-19%	.	4%	.	.
CC1=NNC(=O)C1CCC(=O)N/N=C/c1ccccc1 (stereo unspecified)	1%	3%	-7%	-22%	.	5%	.	.
COC(=O)c1ccc(OC)c(OC)c1Cl	-1%	5%	0%	0%	.	1%	.	.
N=C(N)c1ccc(O)cc1	4%	11%	-12%	15%	4%	-1%	1%	.
Cc1cccc(NCC(=O)N/N=C\c2cccc(Oc3ccccc3)c2)c1	-6%	11%	2%	-1%	?	-4%	5%	-7%[1.84 µM]
CC(Oc1ccc(Cl)cc1Cl)c1ccnc(N)n1 (stereo unspecified)	4%	-2%	-1%	-23%	6%	-4%	4%	8%
Cc1ccc(CN2CCNC(=O)C2CC(=O)O)o1 (stereo unspecified)	-6%	-2%	-5%	2%	-13%	-2%	-12%	10%
COCCN(Cc1ccccc1)C(=S)Nc1ccc(Cl)cc1	7%	4%	-12%	-10%	0%	7%	-1%	-51%[inhibitor]
O=C(CSCCc1ccccn1)Nc1ccccn1	-2%	11%	-4%	11%	-4%	11%	-6%	-7%
O=C(Nc1ccc(S(=O)(=O)N2CCCCC2)cc1)c1ccc(CN2CCOCC2)cc1	0%	-12%	1%	2%	-10%	-3%	-5%	-88%[inhibitor]
Cc1cc(C)c2c(C)nn(C3CCCCC3)c2n1	3%	-5%	?	2%	?	7%	-5%	-11%
CC1=C(C)CC2C(=O)N(c3cccc4ccccc34)C(=O)C2C1 (stereo unspecified)	5%	-19%	2%	-4%	13µM*	1%	2%	4%
CN(C)/C=N/n1cnc2ccccc2c1=O	3%	-19%	-1%	-1%	.	6%	.	.
COc1ccc(N2C(C)=CS/C2=C(/C#N)c2nnc(N3CCOCC3)n2-c2ccccc2)cc1	-7%	11%	6%	0%	22µM*	1%	9%	-1%
O=C(NCCc1c[nH]c2ccccc12)c1c(Cl)nc2sccn12	3%	3%	2%	6%	8%	9%	1%	6%
Cc1sc2ncnc(NCCCN3CCCC3=O)c2c1C	-1%	18%	2%	5%	?	-8%	-1%	-9%
COc1ccc(S(=O)(=O)NC2CCCCC2)c(C)c1C	-13%	5%	11%	1%	4%	0%	-6%	?
COc1cccc(NC(=S)NCc2ccccn2)c1	8%	22%	-2%	-1%	2%	18%	5%	?

Among those listed so far, these have a nitro group on carbon:
SMILES	GAA spleen mod	RGS12 GoLoco inh	JMJD2E inh	GAA glycogen mod	ALDH1A1 block	GLA spleen mod	GAA inhib	SMN2 splice enh
COCC(=O)OCC(=O)Nc1ccc(Cl)cc1[N+](=O)[O-]	-5%	-2%	4%	12%	7%	-5%	-4%	2%
COc1ccc(/C=N/NC(=O)Cn2nc([N+](=O)[O-])cc2C)c(OC)c1OC	-4%	3%	4%	8%	-3%	-6%	-12%[15.4 µM]	.

(listing goes on)
SMILES	GAA spleen mod	RGS12 GoLoco inh	JMJD2E inh	GAA glycogen mod	ALDH1A1 block	GLA spleen mod	GAA inhib	SMN2 splice enh
Cn1c(=O)c2c(nc(Br)n2Cc2ccccc2Cl)n(C)c1=O	2%	3%	5%	-5%	5%	-3%	-7%	-20%
O=C(c1ccco1)N1C(=O)c2cccc3c(S(=O)(=O)N4CCCC4)ccc1c23	-9%	11%	0%	1%	-14%	12%	0%	3%
O=C(Nc1nc2c(s1)CCc1ccccc1-2)c1cccs1	-10%	6%	-24%	-19%	-3%	-5%	-3%	9%
O=C(/C=C/c1ccc(F)cc1)c1cc(Br)ccc1O	-2%	5%	7%	0%	.	-11%	.	.
CN(C)CCCOC(=O)c1ccc(Cl)cc1Cl	-5%	-13%	-3%	-3%	2%	0%	12%	11%
COc1ccc(C2CC(c3ccccc3)=NN2S(=O)(=O)c2ccccc2)cc1 (stereo unspecified)	-2%	0%	-7%	0%	.	-4%	.	.
Nc1cc(=O)[nH]c(SCC(=O)N2CCCCC2)n1	-2%	-7%	-3%	11%	-10%	-2%	8%	.
CCN(CC)C(=O)C1CCCN(C(=S)Nc2cccc3ccccc23)C1 (stereo unspecified)	-3%	12%	?	-3%	3%	2%	-25%	-20%
Cc1nc2ccccc2c(=O)n1/N=C/c1ccccn1	-15%	2%	-14%	6%	-8%	-3%	-3%	10%
COc1ccc(-n2c(O)c(/C=N/NS(=O)(=O)c3cccc([N+](=O)[O-])c3)c3ccccc3c2=O)cc1OC	-3%	254%[activator]	7%	?	?	-5%	?	6%
COc1ccc(C(=O)CSc2nc(N)nc(SC)c2C#N)cc1	-5%	-2%	2%	-5%	?	4%	0%	-8%
c1cncc(CNc2c3c(nc4nnnn24)CCCC3)c1	2%	0%	-1%	3%	-3%	2%	-3%	-7%
COC/C=C/C1=CC2=CC(=O)C(C)(OC(=O)c3cnc4ccccc4n3)C(=O)C2=CN1CCc1ccccn1 (stereo unspecified)	-3%[17.4 µM]	0%[14.2 µM]	22%[11.4 µM]	.	19%[13.5 µM]	7%[17.5 µM]	.	16%[9.22 µM]
CCOC(=O)c1nnn(-c2nonc2N)c1CSc1ccc(C)cc1	-2%	2%	-1%	1%	4.5µM*	7%	?	-16%
Cc1noc(NS(=O)(=O)c2cccc3c(N(C)C)cccc23)c1C	16%	-4%	?	.	-14%	5%	.	.

Compound activity from PubChem BioAssay.
